N-glyco inh = N-linked glycosylation inhibition | reporter increase, % at 12.5 µM | 360,000 tested, 0.23% active | D54 ERlucT glycosylation luciferase reporter, 24 h; percent of 100 nM tunicamycin response;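 active = mean luciferase reporter signal, scaled so untreated is 0 and the glycosylation-blocking control 100, at or above a set limit in every replicate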;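 note: luciferase carries N-glycosylation sites so blocking glycosylation raises the light; 0% = median of neutral control wells and 100% = median of 100 nM tunicamycin wells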
m5-HT2A agonist = activates the mouse 5-HT2A serotonin receptor; P35363; CHO-K1 mHTR2A beta-arrestin complementation, luminescence; percent of 30 µM serotonin response; activation, % at 7.6 µM; 360,000 tested, 0.66% active;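 active = activation above a run cutoff, the mean activation of all tested compounds plus 3 SD, cut at about 14% in these data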;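 note: 0% = plate median of compound wells and 100% = 30 µM serotonin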
Target sequence (P35363 whole entry, looked up): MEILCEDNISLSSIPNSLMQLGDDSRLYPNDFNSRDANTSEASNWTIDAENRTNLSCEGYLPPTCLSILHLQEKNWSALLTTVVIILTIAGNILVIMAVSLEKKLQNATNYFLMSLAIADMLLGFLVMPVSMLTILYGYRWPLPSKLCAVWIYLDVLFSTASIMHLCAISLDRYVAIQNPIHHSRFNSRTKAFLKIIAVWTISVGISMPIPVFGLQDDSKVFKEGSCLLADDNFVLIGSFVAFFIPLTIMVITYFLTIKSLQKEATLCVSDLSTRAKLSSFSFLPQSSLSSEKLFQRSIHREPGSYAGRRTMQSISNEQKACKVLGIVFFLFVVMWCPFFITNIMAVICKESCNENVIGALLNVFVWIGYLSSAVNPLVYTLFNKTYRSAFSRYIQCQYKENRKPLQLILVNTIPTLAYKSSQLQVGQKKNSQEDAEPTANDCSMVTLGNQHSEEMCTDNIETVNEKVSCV
NOD2 RIPK2 PPI = NOD2-RIPK2 protein interaction inhibition; inhibition, % at 4.98 µM; 360,000 tested, 0.38% active; CHO BLA complementation NOD2-RIPK2, CCF4 ratio; in the data active = inhibition above about 21%;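 note: 0% = vehicle only and 100% = reference blocker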
Target sequence (O43353 whole entry, looked up): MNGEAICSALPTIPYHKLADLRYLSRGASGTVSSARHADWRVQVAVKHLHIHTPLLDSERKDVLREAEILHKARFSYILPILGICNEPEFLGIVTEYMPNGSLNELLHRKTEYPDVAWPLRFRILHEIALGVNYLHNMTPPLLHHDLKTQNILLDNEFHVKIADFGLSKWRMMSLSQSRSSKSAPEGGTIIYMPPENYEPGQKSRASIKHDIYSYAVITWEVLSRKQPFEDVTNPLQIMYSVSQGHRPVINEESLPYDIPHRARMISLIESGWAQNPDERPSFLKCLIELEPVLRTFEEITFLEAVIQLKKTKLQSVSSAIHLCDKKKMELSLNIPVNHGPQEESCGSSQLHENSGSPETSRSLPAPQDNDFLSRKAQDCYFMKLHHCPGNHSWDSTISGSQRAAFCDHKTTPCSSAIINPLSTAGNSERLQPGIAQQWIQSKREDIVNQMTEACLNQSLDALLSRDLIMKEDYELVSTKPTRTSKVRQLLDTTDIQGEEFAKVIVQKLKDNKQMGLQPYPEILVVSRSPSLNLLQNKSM
ABHD5-PLIN5 inh = ABHD5-PLIN5 protein interaction inhibition. Q00G26+Q8WTS1. Split G. princeps luciferase complementation, luminescence, 4 h. inhibition, % at 4 µM. 360,000 tested, 0.78% active. AID 602281;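 active = inhibition above the mean inhibition across every tested compound plus 3 SD, cut at about 22% in these data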;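 note: 0% = DMSO only wells and the 100% control is not disclosed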
MC4R barr agon = human MC4R agonism via beta-arrestin | activation, % at 8.9 µM | 360,000 tested, 0.98% active | AID 540308 | U2OS MC4R beta-arrestin complementation, luminescence; percent of melanotan II response, DMSO zero;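 active = activation above a per-plate cutoff, the mean activation of sample wells on that plate plus 3 SD, cut at about 8% in these data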
TLR9-MyD88 inh = TLR9-MyD88 interaction inhibition; CHO BLA complementation TLR9-MyD88, CCF4 FRET ratio; inhibition, % at 4.98 µM; 340,000 tested, 0.21% active;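 active = inhibition above the mean over all tested compounds plus 3 SD, cut at about 21% in these data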;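 note: 0% = DMSO only wells and 100% = clavulanate BLA inhibitor control wells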
ABCB6 inh MLPCN = human ABCB6 transporter inhibition. AID 602162. fluorescence ratio to DMSO, % at 10 µM. 360,000 tested, 0.19% active. K562-ABCB6 porphyrin accumulation, flow cytometry, 1 h; hits give low values. Q9NP58;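 active = fluorescence ratio to DMSO below 75%, the collection mean minus 3 SD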;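 note: signal is porphyrin accumulated inside mitochondria; 100% equals median channel fluorescence of DMSO control wells; lower ratio means ABCB6 inhibition with less porphyrin fluorescence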
H9c2 protect = modulators protecting cardiomyocytes from myocardial damage. H9c2 cardiomyocytes, H2O2 injury protection, ATPLite, 2 h. protection from H2O2 cell death, % at 20 µM. 360,000 tested, 0.63% active. AID 588492;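 active = compounds giving at least 50% protection of heart cells from peroxide-induced death in the single-dose screen, raw or plate-pattern-corrected value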;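 note: 0% = DMSO wells with peroxide and 100% = DMSO wells without peroxide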
SRC2 inh = human SRC2 (NCOA2) inhibition. HEK293 GAL4-SRC2 luciferase reporter, luminescence. inhibition, % at 9 µM. 370,000 tested, 0.17% active. AID 651957;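 active = inhibition above the mean inhibition of all tested compounds plus 3 SD, set per campaign, cut at about 52% in these data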;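 note: 0% = DMSO treated cells and 100% = cells given Gossypol at 36 µM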
MC4R antag cAMP = human MC4R antagonism in cAMP assay; P32245; MC4R-expressing cells, MTII-stimulated cAMP, LANCE TR-FRET; inhibition, % at 6.5 µM; 360,000 tested, 0.48% active; AID 540295;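 active = inhibition above its plate's cutoff, the mean of tested wells on that plate plus 3 SD, cut at about 29% in these data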;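 note: 0% = Melanotan II alone and 100% = Melanotan II plus saturating MCL0020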
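system = U2OS cells with stable human MC4R expression | also added = Melanotan II challenge after compound preincubation | dosing = one concentration, 6.5 µM nominal | incubation = compound 30 min, challenge 1 h, detection 1 h | measured by = TR-FRET with Eu-cAMP and labeled anti-cAMP, 671 nm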
Numbers without * were called inactive; . = no result given. Some of the compounds tested, so the mix of outcomes need not match the whole.

No.	smiles	N-glyco inh	m5-HT2A agonist	NOD2 RIPK2 PPI	ABHD5-PLIN5 inh	MC4R barr agon
1	CC(=O)Cc1cc2cc([N+](=O)[O-])ccc2oc1=O	0	3	2	4	-1.6
2	CCN(CC)CCN1C(=O)C(=O)/C(=C(/O)c2ccc(S(=O)(=O)N3CCOCC3)cc2)C1c1ccccc1 (configuration not stated)	1	-2	0	4	-1.2
3	CCOc1ccccc1C(=O)N(C)Cc1cc2ccccc2[nH]c1=O	1	1	8	3	0.8
4	Cc1cccnc1NC(=S)NCc1ccco1	-1	2	1	0	-1.9
5	CC(OC(=O)CC1CCCC1)C(=O)Nc1ccc(S(N)(=O)=O)cc1 (configuration not stated)	0	-3	6	4	-1.6
6	O=C(Cc1c(F)cccc1Cl)Nc1cc(S(=O)(=O)N2CCCCC2)ccc1N1CCOCC1	-3	0	-15	4	-2.0
7	O=[N+]([O-])c1ccc(N2CCN(S(=O)(=O)c3ccccc3)CC2)cc1NCCN1CCOCC1	0	-5	-10	23*	0.4
8	O=C(OCCCOC(=O)c1ccc(O)cc1)c1ccc(O)cc1	1	-9	0	-1	-3.7
9	CCc1ccccc1NC(=S)N(CCN(C)C)Cc1cccs1	2	-6	-8	-4	-1.5
10	NC(=O)CCCc1nc(-c2ccccc2Cl)no1	4	11	1	-2	-1.1
11	O=S(=O)(N[C@@H]1C[C@H]2CC[C@@H]1C2)c1cccs1	-1	0	1	-3	-1.0
12	O=C(/C=C/c1cccc([N+](=O)[O-])c1)OCC(=O)N1CCCCC1	0	2	-13	16	0.0

No.	TLR9-MyD88 inh	ABCB6 inh MLPCN	H9c2 protect	SRC2 inh	MC4R antag cAMP
1	.	100	-5	12	4
2	4	98	4	5	9
3	3	98	-5	18	-1
4	-3	90	-6	19	-1
5	-3	97	0	-23	10
6	-11	93	6	23	-3
7	-1	90	20	-4	-3
8	-4	98	5	-1	11
9	-2	99	-1	-10	-2
10	-3	95	11	13	-6
11	0	85	-2	3	-1
12	-4	103	-8	-13	6

(further entries)
No.	smiles	N-glyco inh	m5-HT2A agonist	NOD2 RIPK2 PPI	ABHD5-PLIN5 inh	MC4R barr agon
13	O=C(Cn1nc(-c2ccc(Cl)cc2)ccc1=O)N1CCN(c2ccccc2)CC1	-1	0	3	9	7.2
14	O=C(N1CCCCC1)C1(c2ccccc2)CCOCC1	3	0	-10	1	0.1
15	CN(C)CCNC(=O)C(c1ccccc1)c1ccccc1	-1	0	8	-8	1.3
16	CC(C)CN1CCC1(C)C(=O)Nc1cccc(C#N)c1 (configuration not stated)	1	6	0	-2	1.6
17	O=C(O)c1cccc(S(=O)(=O)NCC2CCCO2)c1 (configuration not stated)	.	0	-1	-6	-1.0
18	COc1ccc(-c2csc(NC(=O)CN3C(=O)CCC3=O)n2)cc1	3	4	-6	6	-4.9
19	CCc1cc2c(=O)c(-c3nc4ccccc4[nH]3)coc2c(CN2CCCCC2C)c1O (configuration not stated)	3	-2	-7	0	-2.1
20	COC(=O)c1ccc(C(C(=O)NC2CCCCC2)N(CCc2ccccc2)C(=O)Cc2cccs2)cc1 (configuration not stated)	1	2	-10	1	-0.9
21	O=C(Cn1cnc2ccccc2c1=O)OCCCCN1C(=O)c2ccccc2C1=O	-2	1	2	3	-1.9
22	COc1cc([N+](=O)[O-])ccc1NC(=S)Nc1cccc(C(=O)O)c1	-1	3	-11	-8	-0.4
23	COc1ccc(OC)c(/C=N/N2CCN(c3ccc(Cl)cc3)CC2)c1	2	6	2	-10	1.6
24	c1cncc(C(c2nnnn2C2CCCCC2)N2CCCCC2)c1 (configuration not stated)	-4	-1	-13	4	2.0

No.	TLR9-MyD88 inh	ABCB6 inh MLPCN	H9c2 protect	SRC2 inh	MC4R antag cAMP
13	-7	99	4	-14	-8
14	1	95	-8	1	4
15	-3	84	2	-3	7
16	.	95	-4	0	9
17	-1	98	8	-42	2
18	2	100	2	-24	11
19	9	97	14	-4	6
20	-3	93	4	-16	2
21	4	100	2	-16	6
22	-1	102	-4	-28	-2
23	-9	101	8	-1	9
24	-5	100	1	7	4

More entries follow:
No.	smiles	N-glyco inh	m5-HT2A agonist	NOD2 RIPK2 PPI	ABHD5-PLIN5 inh	MC4R barr agon
25	Cc1ccc(-c2cc(C(=O)N3CCCC(C(F)(F)F)C3)c3ccccc3n2)o1 (configuration not stated)	-2	-6	5	7	-3.9
26	Cc1cccc(NC(=O)c2cc(-c3cc(Cl)ccc3O)n[nH]2)c1	2	0	-40	-15	3.4
27	Cc1cc2ncn(C3CC(=O)N(C)C3=O)c2cc1C (configuration not stated)	2	-4	-8	0	-2.3
28	COC(=O)c1cccc(-n2nnnc2SCC(=O)Nc2nc3c(s2)CCCC3)c1	2	2	15	-2	4.6
29	O=C(NC1CCS(=O)(=O)C1)c1cccc(Br)c1 (configuration not stated)	1	-1	-11	-2	1.3
30	CSc1ccc(S(=O)(=O)NCCSC(C)(C)C)cc1	-3	1	-6	-3	4.9
31	COc1ccc(NC(=O)c2ocnc2C)cc1OC	5	1	3	4	-3.5
32	COC(=O)C1CCN(C(=O)/C=C/c2ccc(OC)cc2)CC1	-3	1	6	-7	-2.5
33	CC(C)=CCC[C@](C)(O)C1CC[C@]2(C)C1[C@H](O)CC1[C@@]3(C)CC[C@H](O[C@@H]4O[C@H](CO)[C@@H](O)[C@H](O)[C@H]4O[C@@H]4O[C@H](CO)[C@@H](O)[C@H](O)[C@H]4O)C(C)(C)C3CC[C@]12C (some centres not stated)	1	3	-9	-4	0.9
34	COc1cc(C(C)=O)ccc1OCC(O)CN1CCN(c2cc(C)cc(C)c2)CC1 (configuration not stated)	2	-2	-7	0	-0.3
35	O=C(/C=C/c1cccs1)NC(=S)Nc1ccccc1	4	3	-6	-1	-1.7
36	CCCCN1C(=O)C(=Nc2cccc3cnccc23)c2ccccc21	4	2	3	-1	-2.6

No.	TLR9-MyD88 inh	ABCB6 inh MLPCN	H9c2 protect	SRC2 inh	MC4R antag cAMP
25	0	100	-14	-10	4
26	23*	95	-14	.	-7
27	1	93	0	23	-6
28	-12	94	-6	1	10
29	5	101	-4	-5	-1
30	-6	100	-7	13	4
31	7	97	4	.	3
32	-8	86	-2	-13	13
33	-5	102	18	9	13
34	-5	92	-10	-16	7
35	0	94	-8	-35	-6
36	7	105	-14	0	-10

(continued)
No.	smiles	N-glyco inh	m5-HT2A agonist	NOD2 RIPK2 PPI	ABHD5-PLIN5 inh	MC4R barr agon
37	COc1cc(C(=O)Oc2ccccc2/C=N/NC(=O)c2ccc(Cl)cc2Cl)cc(OC)c1OC	-7	1	2	-12	-1.9
38	c1ccc(-c2noc(C3CCC3)n2)nc1	1	7	9	7	-1.2
39	CCn1c(=O)cc(SCC(=O)N2CCN(C3CCCCC3)CC2)c2ccccc21	11	0	-21	4	0.4
40	CC1(C(=O)NS(=O)(=O)Cc2cccc(Cl)c2)CCN1C(=O)C1(c2ccc(Cl)cc2)CC1 (configuration not stated)	-2	1	-5	-3	-0.8
41	O=C(c1ccccc1)N1CCCCC(Cl)C1=O (configuration not stated)	1	-1	6	-2	-2.0
42	CN1CCc2c(sc3c2C(=O)NC(c2ccccn2)N3)C1 (configuration not stated)	1	-3	3	-18	-0.3
43	COc1ccc(NC(=O)c2ccc3c(c2)N(C)CCS3)cc1	-6	-3	4	-6	-1.6
44	Cc1cc(C(=O)NCCc2ccc(S(N)(=O)=O)cc2)c(C)o1	-1	-2	1	11	0.2
45	CCCCCCSc1ccc(-c2nc3ccc(C)cn3c2NCCCC)cc1OC	.	-2	0	-19	.
46	CCOC(=O)C1=C(CC)Nc2ccccc2N=C1NC(=O)c1cccc(S(=O)(=O)N2CCCC2)c1	-1	-3	2	1	-1.1
47	O=C(CN(C(=O)CCC(=O)Nc1ccccn1)c1cccc(F)c1)NCc1ccc(F)cc1	5	1	-1	6	-0.2
48	COc1ccc(NC(=S)N2CCC(N(C)CC3CCCO3)CC2)cc1 (configuration not stated)	1	1	-2	1	-2.0

No.	TLR9-MyD88 inh	ABCB6 inh MLPCN	H9c2 protect	SRC2 inh	MC4R antag cAMP
37	-4	104	-6	-21	5
38	.	97	3	-21	4
39	-5	98	17	-47	4
40	.	80	0	-17	-1
41	-12	96	10	-1	9
42	-5	107	3	-14	3
43	-3	97	-13	-44	12
44	3	100	-1	-5	-10
45	.	110	.	-5	.
46	-11	98	22	-26	8
47	-4	99	-2	-1	5
48	5	98	4	-8	-4

Among those listed so far, these have an aryl methoxy group.
No.	smiles	N-glyco inh	m5-HT2A agonist	NOD2 RIPK2 PPI	ABHD5-PLIN5 inh	MC4R barr agon
18	COc1ccc(-c2csc(NC(=O)CN3C(=O)CCC3=O)n2)cc1	3	4	-6	6	-4.9
22	COc1cc([N+](=O)[O-])ccc1NC(=S)Nc1cccc(C(=O)O)c1	-1	3	-11	-8	-0.4
23	COc1ccc(OC)c(/C=N/N2CCN(c3ccc(Cl)cc3)CC2)c1	2	6	2	-10	1.6
31	COc1ccc(NC(=O)c2ocnc2C)cc1OC	5	1	3	4	-3.5
32	COC(=O)C1CCN(C(=O)/C=C/c2ccc(OC)cc2)CC1	-3	1	6	-7	-2.5
34	COc1cc(C(C)=O)ccc1OCC(O)CN1CCN(c2cc(C)cc(C)c2)CC1 (configuration not stated)	2	-2	-7	0	-0.3
37	COc1cc(C(=O)Oc2ccccc2/C=N/NC(=O)c2ccc(Cl)cc2Cl)cc(OC)c1OC	-7	1	2	-12	-1.9
43	COc1ccc(NC(=O)c2ccc3c(c2)N(C)CCS3)cc1	-6	-3	4	-6	-1.6
45	CCCCCCSc1ccc(-c2nc3ccc(C)cn3c2NCCCC)cc1OC	.	-2	0	-19	.
48	COc1ccc(NC(=S)N2CCC(N(C)CC3CCCO3)CC2)cc1 (configuration not stated)	1	1	-2	1	-2.0

No.	TLR9-MyD88 inh	ABCB6 inh MLPCN	H9c2 protect	SRC2 inh	MC4R antag cAMP
18	2	100	2	-24	11
22	-1	102	-4	-28	-2
23	-9	101	8	-1	9
31	7	97	4	.	3
32	-8	86	-2	-13	13
34	-5	92	-10	-16	7
37	-4	104	-6	-21	5
43	-3	97	-13	-44	12
45	.	110	.	-5	.
48	5	98	4	-8	-4

Bioassay records from PubChem.
